# TRb SRC2 PPI – qHTS for Inhibitors of the Interaction of Thyroid Hormone Receptor and Steroid Receptor Coregulator 2; TRbeta-SRC2 peptide binding, fluorescence polarization; receptor liganded with 1 µM T3; Potency, µM (series often up to 106 µM), for the others: top-dose activity change, negative = inhibition, most hits filed as inhibitors; actives 0.065% (n = 280,000); AID 1469, 2008;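 also: plate controls were bound peptide for no effect and peptide without receptor for full effect; nearly all actives have a fitted effect of over 50% in size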
#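 Polarization signal, normalized between peptide-alone and full complex controls, measured compound effects on T3-liganded human TRb LBD (0.6 uM) binding 20 nM Texas Red SRC2 peptide after 5 hr.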
# TR SRC2 fluor cs – Total Fluorescence Counterscreen for Inhibitors of the Interaction of Thyroid Hormone Receptor and Steroid Receptor Coregulator 2; TRb/SRC2 Texas Red total fluorescence interference; Potency, µM (highest dose often 106 µM), inactives show at the top dose fluorescence change, negative = quenching; actives 0.29% (n = 280,000); AID 1479, 2009; active = well fitted curve in either direction with a large enough effect; inconclusive = small, poorly fitted or top-dose-only effect; also: % is scaled to controls: 0 for no effect and ±100 for the full control effect
#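 Flags fluorescent or light-absorbing compounds by total fluorescence, S + 2P, at 555 nm excitation and 632 nm emission. Mixture: 20 nM Texas Red SRC2 peptide, 0.6 uM human TRb LBD, 1 uM T3, 5% DMSO; compound exposure 5 h at ambient temperature.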
# RECQ1 helicase – qHTS Assay for Inhibitors of RecQ-Like Dna Helicase 1 (RECQ1); ATP-dependent DNA helicase Q1 (Homo sapiens), P46063; RECQ1 DNA unwinding, red fluorescence kinetic read; Potency, µM (doses to about 57.3 µM), for inactives: at the top dose activity, negative = inhibition, most hits filed as inhibitors; actives 0.54% (n = 240,000);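 also: plate controls were vehicle for no effect and no enzyme for full effect; nearly all actives have a fitted effect of over 30% in size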
#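 50 nM RECQ1T1 preincubated 15 min with compound in Tris pH 8.0 buffer with MgCl2, DTT, Tween-20 and 2.5 ug/ml poly(dI-dC); started with 200 nM TAMRA/BHQ-2 forked duplex and 2 mM ATP. Unwinding read as fluorescence (525/598 nm), two reads 2 h apart.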
# Tau fluor counter – Counterscreen qHTS for Inhibitors of Tau Fibril Formation, Fluorescence Polarization | actives 0.93% (n = 280,000) | tau K18 P301L Alexa594 fluorescence, heparin fibrillization | Potency, µM (series often up to 57.7 µM), without a hit: at the top dose activity change, negative = decrease; also: % is scaled to controls: 0 for no effect and ±100 for the full control effect; nearly all actives have a fitted effect of over 55% in size
#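 Human K18 P301L tau (15 uM unlabeled plus 0.24 uM Alexa 594-labeled, final) in 100 mM sodium acetate pH 7 was mixed with compound and 20 uM heparin and incubated 6 hr at 37 C.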
# L3MBTL1 block – qHTS Assay for the Inhibitors of L3MBTL1; Lethal(3)malignant brain tumor-like protein 1 (Homo sapiens), Q9Y468; AlphaScreen L3MBTL1–H3K9me1 peptide binding; Potency, µM (titrated, usually from 57.1 µM), for the others: at the top dose activity, negative = inhibition, most hits filed as inhibitors; actives 0.66% (n = 230,000); AID 485360, 2010; also: % is scaled to controls: 0 for no effect and ±100 for the full control effect; nearly all actives have a fitted effect of over 60% in size
#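 Read-out is AlphaScreen signal from streptavidin donor and nickel chelate acceptor beads (10 ug/mL final each) bridging L3MBTL1 (50 nM) and biotinylated K9-monomethylated H3(1-15) peptide (75 nM), after 30 min compound exposure at room temperature.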
# Tau ThT inhib – qHTS for Inhibitors of Tau Fibril Formation, Thioflavin T Binding. Microtubule-associated protein tau (Homo sapiens), P10636. recombinant tau K18 P301L, heparin-induced fibrillization, ThT fluorescence. Potency, µM (doses to about 57.4 µM), for inactives: at the top dose activity, negative = inhibition, actives largely listed as inhibitors. actives 2.1% (n = 270,000); also: % is scaled to controls: 0 for no effect and ±100 for the full control effect; nearly all actives have a fitted effect of over 55% in size
#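 Fibril formation assay: tau K18 P301L at 15 uM with trace Alexa 594 label, heparin inducer 20 uM, pH 7 sodium acetate buffer, 37 C for 6 hr; endpoint ThT signal.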
# Tau fibril FP – qHTS for Inhibitors of Tau Fibril Formation, Fluorescence Polarization. Microtubule-associated protein tau (Homo sapiens), P10636. K18 P301L tau heparin fibrillization, Alexa594 FP, 6 h. Potency, µM (highest dose often 57.7 µM), inactives show at the highest dose activity, negative = inhibition, actives largely listed as inhibitors. actives 0.39% (n = 280,000); also: % is scaled to controls: 0 for no effect and ±100 for the full control effect; nearly all actives have a fitted effect of over 55% in size
#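 Steps: dispense K18 P301L tau (15 uM plus 0.24 uM Alexa 594 tracer, final) in pH 7 sodium acetate; add compound; add heparin (20 uM final); incubate 6 hr, 37 C; add ThT (30 uM final); after 1 hr ambient, read FP.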
# HTT cytoprotect – qHTS Multiplex Assay to Identify Dual Action Probes in a Cell Model of Huntington: Cytoprotection (ATP); PC12 HTT-Q103 induced, cytoprotection, ATP luminescence, 40 h; Potency, µM (titrated, usually from 56.4 µM), for inactives: cytoprotection (ATP increase), most hits filed as activators; actives 0.14% (n = 230,000); AID 1471, 2008;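 also: % of control where 0% means no effect; nearly all actives have a fitted effect of over 45% in size; toxic huntingtin expression switched on by the ecdysone agonist tebufenozide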
#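 Readout: ATPlite luminescence (ATP level). Model: stable PC12, inducible Htt exon1 Q103-GFP. Inducer: tebufenozide, 100 nM final. Compounds: dose series. No G418 in medium.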
# * marks the source's active call; other numbers are inactive results; i = inactive; ? = inconclusive; . = no result given; & = joins results of further samples; [ ] = dose if it differs, or a comment. Unless noted, calls follow the shape of the dose curve; as a rule, active = well fitted curve in the direction sought with a large enough effect; inconclusive = small, poorly fitted or top-dose-only effect, or another doubt; inactive = no such curve, though single readings can be large; an effect the other way counts as inactive or inconclusive. Potency is read from the fitted curve at half-maximal effect. Some of the compounds tested. The share of hits here may be higher or lower than overall.
SMILES,TRb SRC2 PPI,TR SRC2 fluor cs,RECQ1 helicase,Tau fluor counter,L3MBTL1 block,Tau ThT inhib,Tau fibril FP,HTT cytoprotect
NC(=O)c1c(NC(=O)c2cccs2)sc2c1CCCCCC2,-1%,-3%,-4%,-18%,7%,-12%,1%,-40%[inhibitor]
CC(=O)Nc1cc2c(cc1NC(=O)Cn1nc(-c3ccc4c(c3)OCCO4)ccc1=O)OCCO2,-5%,-4%,-5%,-2%,.,-9%,3%,6%
O=C1CC(N2CCC(O)(c3ccc(Br)cc3)CC2)C(=O)N1c1ccc(Cl)cc1 (configuration not stated),-1%[53 µM],-2%[53 µM],-5%,2%,3%,-3%,1%,23%[10 µM]
CC(C)N1CCc2c(sc(NC(=O)c3ccc(S(=O)(=O)N(C)C4CCCCC4)cc3)c2C(N)=O)C1,4%,-3%,.,?,.,?,-2%,.
CC(C)CC(=O)Nc1ccc2c(c1)OCO2,-1%,0%,i,-8%,0%,-11%,-2%,.
CN(C)/C=C1\N=C(c2ccccc2)OC1=O,1%,-2%,i,-1%,17%,0%,11%,-64%
COc1ccccc1N(C)S(=O)(=O)c1ccc(C(=O)OCC(=O)NCc2cccs2)cc1,1%,-1%,i,-30%,.,?,-1%,-2%[10 µM]
Cc1ccc(C(=O)NCCN2C3=NC[C@H](C)N3C[C@H]2Cc2ccc(O)cc2)cc1Br,3%,-2%,-5%,-5%,-2%,-10%,-8%,12%[10 µM]
CC(C)N(Cc1nc(-c2ccccc2)no1)S(=O)(=O)c1ccccc1,-8%,-3%,-9%,?,.,-10%,-15%,-8%
CCCCc1ccc(-c2csc(/C(C#N)=C/c3ccc(C)o3)n2)cc1,2%,-4%,-15%,-29%,-2%,?,2%,-1%

# Next part (three carried over from the part before).
SMILES,TRb SRC2 PPI,TR SRC2 fluor cs,RECQ1 helicase,Tau fluor counter,L3MBTL1 block,Tau ThT inhib,Tau fibril FP,HTT cytoprotect
Cc1ccc(C(=O)NCCN2C3=NC[C@H](C)N3C[C@H]2Cc2ccc(O)cc2)cc1Br,3%,-2%,-5%,-5%,-2%,-10%,-8%,12%[10 µM]
CC(C)N(Cc1nc(-c2ccccc2)no1)S(=O)(=O)c1ccccc1,-8%,-3%,-9%,?,.,-10%,-15%,-8%
CCCCc1ccc(-c2csc(/C(C#N)=C/c3ccc(C)o3)n2)cc1,2%,-4%,-15%,-29%,-2%,?,2%,-1%
Clc1ccccc1CSc1nncn1-c1cccnc1,-1%,0%,21%,0%,6%,0%,-10%,-41%[inhibitor]
CN(C1CCCCC1)S(=O)(=O)c1ccc(-n2cnnn2)cc1,-13%,4%,-1%,1%,-10%,3%,-1%,13%[10 µM]
Cc1cccc(C)c1NC(=O)C1(NC(=O)Cn2cccc([N+](=O)[O-])c2=O)CCCCC1,-5%,0%,-2%,1%,12%,6%,8%,.
CN(C)c1ccc(/C=C/C(O)=C2/C(=O)N(C)C3(C)CC2c2ccccc2O3)cc1 (configuration not stated),-15%,1%,-19%,?,15%,?,2%,-3%[10 µM]
Clc1ccc(-c2csc(-c3nc(-c4ccc(Br)s4)cs3)n2)cc1,-3%,1%,.,-10%,.,-9%,-12%,.
N/C(CN1CCCC1=O)=N\OC(=O)c1ccccc1Cl,2%,0%,-2%,1%,0%,0%,-1%,14%[10 µM]
COc1nc(N2CCCC2)nc(-n2nnc(C(C)=O)c2C)n1,-2%,1%,0%,1%,.,-3%,4%,-10%
Oc1ccc(-c2nc3ccc4ccccc4c3c3c2CCC3)cc1O,11%,0%,-2%,?,-7%,?,?,-16%[10 µM]
CCCCNC(=O)NCc1cnn(C)c1C,-9%,0%,-12%,-2%,8%,-3%,5%,.
CN1CCN(S(=O)(=O)c2cccc(C(=O)Nc3sc4c(c3-c3nc5ccccc5[nH]3)CCCC4)c2)CC1,1%,-1%,-11%,?,-5%,?,?,-23%[10 µM]
CC(C)NC[C@@H](O)COc1cccc2ccccc12,1%,1%,2%,-15%&-5%&-5%&-7%&-6%,1%,-10%&1%&0%&-2%&-3%,-1%&-9%&3%&-12%&-3%,?
NC(=O)C1CCN(c2ccc([N+](=O)[O-])cc2Cl)CC1,4%,-2%,-5%,-1%,-9%,-6%,0%,-16%
COc1ccc(-c2nc(N)n(C(=O)c3cccs3)n2)cc1,3%,-5%,-15%,-20%,.,-21%,-8%,-28%
Cc1ccccc1-c1noc(CSc2nc(-c3ccc(F)cc3)cc(=O)[nH]2)n1,-5%,-1%,.,-3%,.,0%,-7%,.
CC(C)CN=CC1=C(O)c2ccccc2C1=O,-1%,-4%,0%,-6%[11.6 µM],.,.,-3%[11.6 µM],-13%[10 µM]
CCOc1ccc(NC(=O)c2cnc3ccccn3c2=O)cc1,-3%,-3%,.,-8%,.,?,13%,.
C#CCOCCOCCOCCNc1nc(N2CCN(C(=O)[C@H](CCCCN)n3cc([C@@H](N)C(C)CC)nn3)CC2)nc(N2CCN(C(=O)[C@H](CCCCN)n3cc([C@@H](N)CC(C)C)nn3)CC2)n1 (some centres not stated),2%,-1%,39%[activator],4%,0%,-6%,1%,14%[10 µM]
CCc1nc(CN2CCCC(C(=O)c3ccc4c5c(cccc35)CC4)C2)c(C)[nH]1 (configuration not stated),-3%,-4%,i,-6%,?,-14%,5%,-5%[10 µM]
CCOc1ccc(-n2ccnc2SCC(=O)NCc2ccc3c(c2)OCO3)cc1,0%,-3%,-6%,-2%,-10%,-3%,7%,13%
CCOC(=O)c1cccc(NC(=O)NCc2cccn2Cc2ccccc2)c1,-5%,?,.,?,.,2%,?,.
CC(=O)N1c2ccc(S(=O)(=O)NCC3CCC(C(=O)NC(C)(C)C)CC3)cc2CC1C (configuration not stated),-3%,-1%,.,-14%,.,-7%,-1%,.
COC(=O)C1(Cc2ccccc2)C2c3cc(C(=O)N4CCCC4)n(Cc4ccc(OC(F)(F)F)cc4)c3CC2CN1C(=O)c1ccccc1 (configuration not stated),-1%,-1%,-24%,0%,.,-11%,6%,14%
COc1ccc(NC(=O)Cn2c(=O)n(CC3CCCO3)c(=O)c3ccccc32)c(OC)c1 (configuration not stated),-2%&13%,-1%&-9%,1%,-2%&-8%,.,0%&-4%,2%&-9%,-17%
COC(=O)c1cc(Cl)c(NC(=O)/C=C/c2ccc(OC)c(OC)c2)cc1OC,3%,-5%,3%,6%,-15%,7%,2%,10%[10 µM]
COc1ccc(N(C(=O)c2ccncc2)S(=O)(=O)c2ccc3c4c(cccc24)C(=O)N3C)cc1,0%,-1%,32%[activator],-11%,-18%,-1%,3%,-8%
N#Cc1cc2[nH]c(=O)c(=O)[nH]c2cc1[N+](=O)[O-],-5%&-4%,-7%&-6%,10%&-2%,-9%,.,?,-5%,-2%
O=C(CSc1nnc(NC(=O)Cc2ccccc2)s1)NCC1CCCO1 (configuration not stated),0%,-1%,-2%,-4%,.,-2%,-2%,-2%
CCOC(=O)C(NC(=O)CCl)(Nc1sc(C)c(CC)c1C#N)C(F)(F)F (configuration not stated),-1%,-4%,-3%,6%,4%,-11%,-4%,-12%[10 µM]
O=C(O)CC1C(=O)NCCN1CCCc1ccccc1 (configuration not stated),-1%,-4%,1%,-3%,-2%,-6%,-4%,17%[10 µM]
O=C(NC1=NCCS1)c1ccccc1OCc1ccccc1Cl,-1%,-1%,-9%,-18%,.,-14%,1%,-32%[inhibitor]
CCCCN(CCCC)S(=O)(=O)c1ccc(NC(=O)c2cccs2)cc1,8%,1%,-22%,?,.,-4%,14µM*,9%[10 µM]
O=C(N/N=C(\Cc1ncc[nH]1)c1ccccc1)c1ccccc1,-4%,-3%,-7%,-8%,.,-3%,-8%,-15%
CC(C)N(C(=O)Cn1cc(SCC(=O)Nc2ccccc2F)c2ccccc21)C(C)C,4%,0%,.,-6%,.,-10%,-8%,.
Cc1cccc(CN2C(=O)c3ccccc3S(=O)(=O)c3ccc(C(=O)N4CCN(c5cc(C)ccc5C)CC4)cc32)c1,-2%,-1%,.,-6%,.,1%,-4%,.
COCCn1nnnc1C(C(C)C)N1CCOCC1 (configuration not stated),-4%,2%,i,0%,5%,-5%,3%,2%[10 µM]
CC(C)Oc1cccc(C(=O)C2CCCN(C(=O)c3csnn3)C2)c1 (configuration not stated),7%,-3%,i,-4%,10%,-7%,0%,39%[10 µM]
CSc1ncc(-c2ccccc2)cn1,-5%,-4%,-7%,-7%,15%,-16%,-3%,-35%[inhibitor]
CCn1c(SCC(=O)c2cc(C)n(CC3CCCO3)c2C)nc2ccccc21 (configuration not stated),-2%,-3%,40µM*,-1%,-19%,-16%,0%,-27%
O=C1CSC(=S)N1c1cccnc1,6%,13%,32µM*,-3%,-3%,?,-7%,-13%[0.074 µM]
O=S(=O)(c1ccccc1)N(CC(O)Cn1c2ccccc2c2ccccc21)c1ccccc1 (configuration not stated),-3%,-3%,-10%,?,20%,-2%,-6%,-108%[inhibitor]
Cc1cc(C)c2c(c1)[C@@H]1C=CC[C@@H]1[C@H](c1ccc(S(=O)(=O)N3CCOCC3)cc1)N2,8%,3%,i,-1%,-1%,-14%,0%,.
COc1ccc(O)c(-c2cc(-c3cccc(Br)c3)n[nH]2)c1,-7%,-4%,-10%,14µM*[quencher],-5%,?,2%,2%
CCN(CC)S(=O)(=O)c1cc(C(=O)OCC(=O)c2ccc3c(c2)NC(=O)CO3)ccc1F,3%,0%,i,?,-4%,5%,-14%,-8%[10 µM]

# Bioassay records (PubChem)
